Screening data: PubChem BioAssay, The Scripps Research Institute Molecular Screening Center
PREPL inh – inhibits the human prolyl oligopeptidase-like enzyme | Q4J6C6 | recombinant PREPL, fluorescence polarization activity-based probe | inhibition, % at 5.96 µM | hit rate 0.68% among 320,000; in the data active = inhibition above about 43%;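 note: 0% = enzyme with DMSO and 100% = wells lacking enzyme; many of its hits are not listed in these tables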
LYPLA2 inh – blocks human lysophospholipase 2, a PME1 counter-screen. inhibition, % at 5.9 µM. recombinant LYPLA2, FP-Rh probe fluorescence polarization. hit rate 0.38% among 320,000. O95372;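 active = inhibition above the screen-wide mean plus 3 SD, limit set per campaign, cut at about 26% in these data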;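 note: 0% = LYPLA2 with DMSO and 100% = wells lacking LYPLA2 enzyme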
Target sequence (O95372 whole entry, looked up): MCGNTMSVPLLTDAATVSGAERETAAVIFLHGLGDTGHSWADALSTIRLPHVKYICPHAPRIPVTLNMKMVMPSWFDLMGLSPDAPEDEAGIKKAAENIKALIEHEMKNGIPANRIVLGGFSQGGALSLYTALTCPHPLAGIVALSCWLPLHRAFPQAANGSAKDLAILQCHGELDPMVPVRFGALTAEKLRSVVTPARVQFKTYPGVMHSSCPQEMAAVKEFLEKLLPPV
PAFAH1B3 FP inh – inhibitors of human PAFAH1B3. inhibition, % at 3.39 µM. hit rate 0.28% among 340,000. Q15102. recombinant PAFAH1B3, FP-rhodamine probe, fluorescence polarization;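 active = inhibition above the screen-wide average of all tested compounds plus 3 SD, cut at about 25% in these data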;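 note: 0% = enzyme with DMSO only and 100% = wells lacking PAFAH1B3 protein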
Target sequence (Q15102 whole entry, looked up): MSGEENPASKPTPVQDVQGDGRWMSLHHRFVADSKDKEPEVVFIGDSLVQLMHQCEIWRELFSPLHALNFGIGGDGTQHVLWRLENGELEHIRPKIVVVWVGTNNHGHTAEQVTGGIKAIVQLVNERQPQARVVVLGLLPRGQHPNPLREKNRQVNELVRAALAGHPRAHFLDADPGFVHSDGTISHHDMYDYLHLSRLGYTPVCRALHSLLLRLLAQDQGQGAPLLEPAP
pPAFAH inh – inhibitors of human plasma PAF acetylhydrolase (pPAFAH); recombinant pPAFAH, FP-rhodamine probe fluorescence polarization; inhibition, % at 3.39 µM; AID 463082; hit rate 1.5% among 330,000; Q13093;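 active = inhibition above the mean inhibition across the screen plus 3 SD, cut at about 25% in these data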;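 note: inhibitors block binding of the rhodamine activity-based probe so polarization drops; 0% = enzyme with DMSO and 100% = wells lacking pPAFAH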
ZTA counter – blocks Epstein-Barr virus ZTA, an EBNA-1 counter-screen | ZTA-DNA binding, fluorescence polarization | inhibition, % at 11 µM | P03206 | hit rate 0.15% among 320,000; in the data active = inhibition above about 33%
PAFAH2 inh – inhibitors of human PAFAH2 | Q99487 | recombinant PAFAH2, FP-rhodamine activity probe, fluorescence polarization | inhibition, % at 3.39 µM | hit rate 0.99% among 340,000 | AID 492956;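 active = inhibition above the mean over all tested compounds plus 3 SD, cut at about 30% in these data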;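 note: inhibitors block probe labeling of enzyme so polarization drops; 0% = enzyme with DMSO and 100% = wells lacking PAFAH2 protein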
PAFAH1B2 FP inh – inhibitors of human PAFAH1B2; P68402; hit rate 1.2% among 340,000; inhibition, % at 3.39 µM; recombinant PAFAH1B2, FP-rhodamine activity probe, fluorescence polarization;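 active = inhibition above the mean of all tested compounds plus 3 SD, cut at about 24% in these data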;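 note: 0% = enzyme with DMSO and 100% = wells lacking PAFAH1B2; many of its hits are not listed in these tables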
Target sequence (P68402 whole entry, looked up): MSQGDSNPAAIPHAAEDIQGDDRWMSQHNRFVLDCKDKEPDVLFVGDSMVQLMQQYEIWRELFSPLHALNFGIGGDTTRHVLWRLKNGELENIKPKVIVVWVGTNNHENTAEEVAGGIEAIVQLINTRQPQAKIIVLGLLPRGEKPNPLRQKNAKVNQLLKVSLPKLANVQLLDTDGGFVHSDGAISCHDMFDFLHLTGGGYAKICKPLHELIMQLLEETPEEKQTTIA
EBNA-1 inh – blocks EBNA-1 binding to DNA; EBNA-1 DNA binding, fluorescence polarization; inhibition, % at 14.8 µM; hit rate 0.34% among 300,000; in the data active = inhibition above about 28%
LYPLA1 inh – counter-screen for PME1 inhibitors: inhibitors of human LYPLA1; recombinant LYPLA1, FP-Rh probe fluorescence polarization; inhibition, % at 5.9 µM; hit rate 0.16% among 320,000; O75608;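 active = inhibition above the mean of all tested compounds plus 3 SD, set per campaign, cut at about 14% in these data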;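 note: inhibitors block serine hydrolase probe labeling of LYPLA1 so polarization falls; 0% = enzyme with DMSO and 100% = wells lacking LYPLA1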
Target sequence (O75608 whole entry, looked up): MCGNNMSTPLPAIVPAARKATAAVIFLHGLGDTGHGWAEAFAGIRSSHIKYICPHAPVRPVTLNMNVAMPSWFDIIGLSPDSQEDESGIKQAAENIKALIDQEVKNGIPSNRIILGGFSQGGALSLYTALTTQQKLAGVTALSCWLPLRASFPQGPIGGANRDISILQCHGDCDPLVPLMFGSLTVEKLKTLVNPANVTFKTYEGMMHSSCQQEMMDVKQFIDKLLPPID
Starred values were filed as active, the others as inactive; x = not tested or not shown. Some of the compounds tested; rates above refer to the full screens.

nr	SMILES	PAFAH1B2 FP inh	PAFAH1B3 FP inh	PAFAH2 inh	ZTA counter	EBNA-1 inh	PREPL inh	LYPLA2 inh	LYPLA1 inh	pPAFAH inh
1	CCC(C(=O)Nc1ccc(S(=O)(=O)N2CCN(C)CC2)cc1)c1ccccc1 (stereo unspecified)	7	0	5	-4	7	-3	-5	-6	-4
2	O=C(O)CC/C(=C\c1ccc(N2CCCC2)c([N+](=O)[O-])c1)c1nc2ccccc2s1	103*	9	17	14	-2	16	7	9	16
3	COC(=O)CCC(=O)NC(=S)Nc1ccc(S(=O)(=O)Nc2cc(OC)nc(OC)n2)cc1	3	-3	-4	6	-9	-4	0	2	-6
4	CCOC(=O)c1cc(C#N)c(N2CCCNCC2)nc1C(F)(F)F	1	1	9	-4	-3	-29	6	-2	7
5	Cn1c2c(c(=O)n(C)c1=O)C(CC(=O)Nc1ccccc1F)C(=O)N2 (stereo unspecified)	x	x	x	-19	-3	-4	6	2	1
6	COc1ccc(C2(CNC(=O)c3ccccc3[N+](=O)[O-])CCOCC2)cc1	0	-2	-2	1	-12	-2	1	1	2
7	C=CCn1cc(C(=O)OCC)c(=O)c2ccc(F)cc21	-1	-1	5	-2	-14	1	3	0	-1
8	Cc1ccc2cc(C#N)c(NCCNC(=O)C3CC3)nc2c1C	-2	-4	-5	4	-3	-3	5	0	7
9	COc1cccc(-c2nc3ccc(C(=O)N4CCCC(O)C4)cc3o2)c1 (stereo unspecified)	-1	-1	-4	4	-2	11	0	4	2
10	Cc1ncoc1C(=O)N1CCCC(C(=O)c2cccc(OC(C)C)c2)C1 (stereo unspecified)	-4	6	9	1	11	5	11	1	5
11	CCOc1ccc(Nc2nc(N3CCCC3)nc(N3CCN(c4ccc(OC)cc4)CC3)n2)cc1	3	3	11	11	-8	16	-1	2	-6
12	COc1ccc(-n2c(C)nc3cc(C(=O)NCc4ccc5c(c4)OCO5)ccc32)cc1	5	1	-5	-19	-3	-11	-3	2	3
13	CC1CCC2(CC1)NC(=O)N(CC(=O)NC(C)c1ccc(F)c(F)c1)C2=O (stereo unspecified)	5	8	-1	8	x	5	2	0	3
14	COc1ccc(C2CC(c3ccc(F)cc3)n3nc(NC(=O)c4ccco4)nc3N2)cc1 (stereo unspecified)	4	7	4	-12	-3	24	-7	4	1
15	O=C(NC(c1ccccc1)c1ccccc1)c1ccc(S(=O)(=O)C(F)F)cc1	1	4	9	5	-5	2	2	0	3
16	CCS(=O)(=O)n1nc(NCc2cccc(OC)c2)nc1NCc1cccc(OC)c1	3	5	-4	0	-6	4	0	-1	1
17	CCOc1ccc(NC(=O)N2CCC(C(=O)c3ccc(F)cc3)CC2)cc1	-1	0	11	-6	-8	7	-4	1	2
18	Cc1ccc(-c2cc(=O)[nH][nH]2)c(C)c1	2	8	2	-12	12	1	1	-2	2
19	COc1ccc(CN2CCN(C(=O)Cn3ncn4cccc4c3=O)CC2)c(OC)c1OC	-4	3	-12	-14	-7	12	4	1	1
20	COc1ccc(C(=O)N2CC(=O)Nc3ccccc32)cc1S(=O)(=O)N1CCOCC1	-2	-1	3	16	-1	7	-2	-1	4
21	COc1ccc(OC)c(CN2CCCC(C(=O)c3ccccc3SC)C2)c1 (stereo unspecified)	1	4	1	-5	9	1	-2	2	58*
22	CCOc1cc(C(=O)O)cc(Cl)c1OCC#N	0	-4	0	17	-4	4	-5	0	0
23	CCOc1ccccc1NC(=O)CN1C(=O)NC(Cc2c[nH]c3ccccc23)C1=O (stereo unspecified)	6	9	11	5	x	34	-10	-2	1
24	CCOc1ccc(-c2c(C(=O)N/N=C/c3cccnc3)nnn2-c2nonc2N)cc1	2	11	0	-1	0	-1	7	-3	4
25	O=C(NCc1cccnc1)NC1CCCN1S(=O)(=O)c1ccc(Cl)cc1 (stereo unspecified)	6	3	1	-25	-3	19	8	3	-1
26	Cc1ccccc1C(=O)N(Cc1cccs1)C1CCS(=O)(=O)C1 (stereo unspecified)	6	11	4	8	-3	-8	3	3	0
27	CCCCNC(=O)c1onc(CSc2cccc(C)c2)c1C(=O)O	-4	5	14	-5	4	-4	-1	4	8
28	COc1ccc(NC(=S)Nc2ccc(F)cc2)c(OC)c1	4	4	6	-13	13	15	10	1	2
29	CN(CC(=O)Nc1ccccc1Br)C(=O)CN1CCN(c2ccccc2Cl)CC1	3	1	-8	-2	x	11	1	-1	3
30	O=C(Cc1ccc(S(=O)(=O)N2CCOCC2)s1)Nc1cc(C(F)(F)F)ccc1N1CCCC1	4	-2	-2	-2	3	10	-3	-3	5
31	COc1ccc(Nc2sc(C(=O)Nc3cccc(Cl)c3)c(N)c2C(=O)Nc2ccccc2OC)cc1	x	x	x	19	4	11	1	-12	3
32	COc1ccc(C(C)=O)cc1COC(=O)c1cnc(C)cn1	-1	9	-2	12	13	3	-8	-4	4
33	O=C(CSc1nnc(-c2ccc(O)cc2)n1Cc1ccco1)c1ccccc1	5	-1	1	8	-3	-1	2	0	3
34	Cc1ccc(NC(=O)c2c(C(F)(F)F)nn(C)c2SCc2cccc(C(F)(F)F)c2)cc1C	-5	-5	-11	2	-7	3	-5	-8	6
35	COc1ccccc1NS(=O)(=O)c1ccc(C(=O)NCC(c2ccc(F)cc2)N2CCOCC2)cc1 (stereo unspecified)	0	-1	5	x	x	9	x	x	0
36	O=C(COC(=O)Cc1ccccc1[N+](=O)[O-])NCc1ccccc1Cl	3	9	6	-3	0	-3	-8	-2	-2
37	CCOC(=O)c1c(-c2ccccc2)csc1NC(=O)C(C)NCCCN1CCOCC1 (stereo unspecified)	3	9	-3	7	-2	-11	-1	-3	8
38	CC(C)N(C)CCOC(=O)c1ccc2c(c1)OCCO2	2	4	2	-4	-11	-7	-1	1	0
39	O=C(Cc1ccccc1F)Nc1cc(Cl)ccc1N1CCCC1	9	12	3	6	4	4	5	2	4
40	O=C(NCCCN1CCCC1=O)c1c(O)nc2sccn2c1=O	1	6	5	1	-8	0	-3	3	2

Whole records, quoted from the list.
O=C(NCCCN1CCCC1=O)c1c(O)nc2sccn2c1=O is entered as PAFAH1B2 FP inh = 1; PAFAH1B3 FP inh = 6; PAFAH2 inh = 5; ZTA counter = 1; EBNA-1 inh = -8; PREPL inh = 0; LYPLA2 inh = -3; LYPLA1 inh = 3; pPAFAH inh = 2
CC(C)N(C)CCOC(=O)c1ccc2c(c1)OCCO2 is entered as PAFAH1B2 FP inh = 2; PAFAH1B3 FP inh = 4; PAFAH2 inh = 2; ZTA counter = -4; EBNA-1 inh = -11; PREPL inh = -7; LYPLA2 inh = -1; LYPLA1 inh = 1; pPAFAH inh = 0

Down the list, from the results shown.
Nos. 33–40 in LYPLA2 inh, in turn: 2, -5, x, -8, -1, -1, 5, -3

The listing continues:
nr	SMILES	PAFAH1B2 FP inh	PAFAH1B3 FP inh	PAFAH2 inh	ZTA counter	EBNA-1 inh	PREPL inh	LYPLA2 inh	LYPLA1 inh	pPAFAH inh
41	O=C(NC(=S)NNC(=O)c1ccccc1[N+](=O)[O-])c1ccccc1	-7	6	-3	-5	0	14	-2	0	3
42	CC(C)c1nnc(NC(=O)CCC(=O)N2CCN(c3cccc(Cl)c3)CC2)s1	-13	6	4	13	-2	34	9	4	5
43	CC(C)CCC1(C)NC(=O)N(CC(=O)Nc2ccc3c(c2)OCCO3)C1=O (stereo unspecified)	5	8	5	x	x	18	x	x	-6
44	COc1ccccc1CCc1nnc(CCC(=O)N(C)Cc2cccc3cnccc23)o1	-4	4	10	3	11	-2	6	0	-2
45	COc1ccc([N+](=O)[O-])cc1N(CC(O)CN(C)C)S(=O)(=O)c1ccccc1 (stereo unspecified)	0	4	-2	-16	-12	-8	1	0	-1
46	O=C(COc1cccc2cccnc12)NCC(F)(F)F	-2	13	-1	5	5	6	-2	-1	3
47	CN(CC(=O)Nc1ccc(S(=O)(=O)N2CCOCC2)cc1)Cc1ccc(F)cc1	11	4	8	5	x	0	2	-3	3
48	COc1ccc(C(=O)NCC(=O)OCC(=O)Nc2ccc(C)c(S(=O)(=O)N(C)C)c2)cc1OC	5	5	41*	3	-5	-7	-2	0	-3
49	CN(C)c1cccc(C(=O)OCC(=O)NCc2ccco2)c1	-1	-6	57*	4	7	8	-1	2	9
50	O=C1c2cccc3cccc(c23)C(=O)N1c1ccc(O)cc1	4	11	0	-9	8	-7	4	-2	3
51	O=C(NCc1ccccc1)N1CCN(c2ccccc2F)CC1	6	11	8	0	-4	18	9	2	6
52	O=C(O)c1ccccc1-n1cccc1C(=O)O	x	x	x	-4	-8	-1	2	-1	-7
53	O=C(NN1C(=O)c2ccccc2NC1c1cccnc1)c1ccccc1 (stereo unspecified)	6	8	-3	2	-5	11	-8	0	-3
54	Cc1ccccc1-c1ccc(CN2CCN(C)C(CCO)C2)cc1 (stereo unspecified)	0	7	4	-6	-8	26	1	-1	-2
55	CCOP(=O)(c1ccccc1)c1nc(-c2ccccc2C)oc1NCc1ccccc1 (stereo unspecified)	1	7	5	-21	-6	8	4	4	-4
56	Cc1ccc(Cn2ccc(NC(=O)c3cc(-c4ccccc4)on3)n2)cc1	-3	5	-3	-12	1	3	-1	-4	9
57	CN1CCN(C2CCCCC2NS(=O)(=O)c2ccc(Cl)cc2)CC1 (stereo unspecified)	-2	4	2	-7	-11	9	2	-1	4
58	CC(=O)OCC1OC(c2ccccc2)C(OC(C)=O)C(OC(C)=O)C1OC(C)=O (stereo unspecified)	3	-2	-9	-20	3	-1	0	-1	-1
59	COc1ccc(C)cc1NC(=O)n1ncc2cc(Cl)ccc21	9	6	5	0	4	3	-10	0	1
60	CCCCCCCNC(=O)C1(CC2CC(c3ccc(Cl)cc3)=NO2)CCN(C(=O)C2CCCC2)CC1 (stereo unspecified)	-1	4	-5	4	10	2	-5	-2	10
61	CCN(CC)CCn1c(=N)n(CC(O)c2ccc(OC)c(OC)c2)c2ccccc21 (stereo unspecified)	5	5	10	-1	-9	44*	2	-5	-4
62	O=C(CCNS(=O)(=O)c1cccc2nsnc12)NCc1ccc(F)cc1	4	0	0	2	8	1	-4	-1	5
63	O=C(Nn1cnc2ccccc2c1=O)C1CCCCC1	0	0	5	2	2	8	7	2	7
64	CC1CCN(CCCCOc2ccccc2-c2ccccc2)CC1	1	3	-5	-3	-11	15	1	-1	1
65	COc1ccc2nc(NC(=O)CSc3nnc4n3C(C)(C)Cc3ccccc3-4)sc2c1	3	5	6	-1	-3	-4	0	1	3
66	CCOC(=O)C1CCCN(C(=O)c2c(-c3ccccc3Cl)noc2C)C1 (stereo unspecified)	-3	6	3	-5	-8	-17	-6	2	0
67	c1ccc(CCn2nnnc2C(c2cccnc2)N2CCN(c3ccccc3)CC2)cc1 (stereo unspecified)	3	11	5	5	-3	-37	-2	3	0
68	CCN(CC)CCCOC(=O)C1(c2ccccc2)CCCC1	6	3	-3	16	6	-6	-2	4	0
69	O=C(N/C(=C\c1ccc2c(c1)OCO2)C(=O)N1CCOCC1)c1cccs1	-4	12	2	6	1	1	3	3	4
70	COc1ccc(C(=O)N/C(=C\c2cn(C)c3ccccc23)C(=O)NCCCn2ccnc2)cc1	1	8	-3	3	-3	-3	7	2	9
71	CCS(=O)(=O)c1nc(S(=O)(=O)c2ccc(C)cc2)c(N2CCCC2)s1	-4	-3	4	-3	-6	13	-3	-1	4
72	O=c1ccc(-c2ccc(S(=O)(=O)Nc3ccc(F)cc3)o2)n[nH]1	1	-6	6	5	-2	1	8	2	10
73	O=C(COC(=O)C1COc2ccccc2O1)Nc1ccc(Cl)cc1 (stereo unspecified)	4	-3	5	0	x	3	1	-1	3
74	COc1ccc(N2CCN(C3CC(=O)N(c4ccc5c(c4)OCCO5)C3=O)CC2)cc1 (stereo unspecified)	1	3	2	-2	-10	15	3	1	-4
